Source: PubChem BioAssay (several laboratories)
SKN-1 inh: suppressors of acrylamide-induced Pgst-4::GFP reporter in worms, primary screen, SKN-1 inhibitor project, whole organism, uHTS, GFP/RFP fluorescence ratio, strain VP596; 360,000 compounds, 0.49% hits; AID 624304, 2012; C. elegans VP596 Pgst-4::GFP/RFP ratio, 24 h; inhibition, % at 21.8 µM;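 active = interference check ratio from 0.5 to 1.5 plus GFP to RFP signal ratio inhibition reaching or exceeding a fixed threshold, cut at about 30% in these data, passing the limit was not always enough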; also: some compounds called inactive have numbers as strong as hits
MLLE-PAM2 inh: inhibitors of PABP1 MLLE–PAM2 peptide binding, primary screen, biochemical, fluorescence polarization, FITC-PAM2, GST-MLLE. 360,000 compounds, 0.36% hits. inhibition, % at 20 µM. AID 588489, 2011. Polyadenylate-binding protein 1 (Homo sapiens), P11940; in the data active = inhibition above about 35%, passing the limit was not always enough;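 also: plate controls were DMSO wells with GST-MLLE for no effect and wells lacking GST-MLLE protein for full effect; some results filed as inactive read as strong as hits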
Target sequence (P11940 whole entry, looked up): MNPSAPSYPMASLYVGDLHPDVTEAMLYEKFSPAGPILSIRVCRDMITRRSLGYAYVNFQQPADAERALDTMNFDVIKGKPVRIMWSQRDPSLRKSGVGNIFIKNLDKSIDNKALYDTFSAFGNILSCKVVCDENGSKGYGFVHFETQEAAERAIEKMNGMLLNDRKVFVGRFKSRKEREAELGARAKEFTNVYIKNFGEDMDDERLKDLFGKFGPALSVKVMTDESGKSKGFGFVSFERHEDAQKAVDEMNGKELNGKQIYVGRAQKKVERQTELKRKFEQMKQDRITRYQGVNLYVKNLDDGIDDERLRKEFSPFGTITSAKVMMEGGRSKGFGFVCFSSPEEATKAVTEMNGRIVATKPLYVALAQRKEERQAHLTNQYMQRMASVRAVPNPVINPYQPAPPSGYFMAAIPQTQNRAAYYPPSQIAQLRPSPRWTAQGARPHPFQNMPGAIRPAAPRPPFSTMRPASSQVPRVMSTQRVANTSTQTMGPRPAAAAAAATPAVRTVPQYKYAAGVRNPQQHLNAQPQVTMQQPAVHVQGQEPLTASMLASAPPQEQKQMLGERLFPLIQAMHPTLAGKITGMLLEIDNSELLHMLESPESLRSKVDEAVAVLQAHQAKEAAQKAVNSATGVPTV
NadD block: inhibitors of S. aureus NadD, primary screen, biochemical, colorimetric, uHTS; Nicotinate-nucleotide adenylyltransferase NadD (Staphylococcus aureus N315); purified NadD enzyme, colorimetric absorbance read-out; inhibition, % at 20 µM; 360,000 compounds, 0.78% hits; AID 602399, 2012; in the data active = inhibition above about 26%; also: some compounds past the cut are filed as inactive
CSN deneddyl inh: inhibitors of CSN-mediated cullin deneddylation, primary screen, biochemical, fluorescence polarization, uHTS; COP9 signalosome complex subunit 5 (Homo sapiens), Q92905; Purified CSN, SCF-Nedd8-OG deneddylation; inhibition, % at 12.5 µM; 360,000 compounds, 0.38% hits; AID 651999, 2013;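 active = pattern-corrected inhibition above about 35%, with an unprinted fluorescence ratio check between 0.5 and 1.5, limit read from the data, passing the limit was not always enough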;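 also: 0% = enzyme with substrate and 100% = substrate without enzyme; some results filed as inactive read as strong as hits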
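Schedule: reaction 90 min, room temperature / Assay system: HEK293T-derived human Csn5 enzyme / Input: Csn5 at 0.24 nM final / Measure: inhibition of Csn5 cleavage, % / Control set: substrate-only high control, full reaction low control / Technique: fluorescence polarization of the substrate / Buffer or medium: Tris/NaCl/DTT buffer, pH 7.5 / Reagent: SCFSkp2-Nedd8OG substrate at 10 nM final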
FAS TE block: FAS thioesterase domain inhibitors, primary screen, biochemical, fluorescence intensity, uHTS | 360,000 compounds, 0.67% hits | recombinant FAS-TE, OMFH fluorogenic substrate, fluorescence endpoint | Fatty acid synthase (Homo sapiens), P49327 | inhibition, % at 15 µM | AID 602261, 2012;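 active = compounds whose normalised, plate-corrected inhibition of enzyme fluorescence in the single-dose primary screen is 50% or more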;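 also: 0% = DMSO with enzyme and 100% = substrate without enzyme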
Rin1-Abl PPI inh: inhibitors of Rin1-Abl protein binding, primary screen, biochemical, TR-FRET; Tyrosine-protein kinase ABL1 (Homo sapiens) + Ras and Rab interactor 1 (Homo sapiens), …; inhibition, % at 7.35 µM; 360,000 compounds, 0.4% hits; AID 588664, 2011; in the data active = inhibition above about 5%, passing the limit was not always enough
MT1-MMP act inh: blockers of MT1-MMP proenzyme processing, primary screen, HT1080 RFP-PRO-GFP cells, GFP/RFP fluorescence; Matrix metalloproteinase-14 (Homo sapiens), P50281; GFP/RFP ratio fluorescence, overnight; percent of plate control window, DMSO zero; GFP/RFP ratio change, % at 20 µM; 360,000 compounds, 0.061% hits; AID 651647, 2012;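 active = GFP/RFP ratio change of at least 30% with cell ATP level not reduced by more than half and red fluorescence within 50% of control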; also: strong numbers were not always called active
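Test system: HT1080 cells expressing an RFP-PRO-GFP fluorescent reporter construct / Compound dosing: single-point 20 µM compound, 1% DMSO / Schedule: cells overnight before dosing, compound overnight, 37 °C, 5% CO2 / Evaluation: GFP/RFP fluorescence ratio / Control set: DMSO and RFP-L50D-GFP cell wells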
Rpn11 block: Rpn11 (PSMD14) deubiquitinase inhibitors, primary screen, biochemical, fluorescence polarization, uHTS; 26S proteasome non-ATPase regulatory subunit 14 (Homo sapiens), O00487; human 26S proteasome, Ub4-pepOG fluorescence polarization; 20S core pre-blocked with epoxomicin; calls only at 20 µM; 360,000 compounds, 0.59% hits;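 active = inhibition at 20 µM, scaled to each plate's controls, above about 33%, limit read from the data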
Target sequence (O00487 whole entry, looked up): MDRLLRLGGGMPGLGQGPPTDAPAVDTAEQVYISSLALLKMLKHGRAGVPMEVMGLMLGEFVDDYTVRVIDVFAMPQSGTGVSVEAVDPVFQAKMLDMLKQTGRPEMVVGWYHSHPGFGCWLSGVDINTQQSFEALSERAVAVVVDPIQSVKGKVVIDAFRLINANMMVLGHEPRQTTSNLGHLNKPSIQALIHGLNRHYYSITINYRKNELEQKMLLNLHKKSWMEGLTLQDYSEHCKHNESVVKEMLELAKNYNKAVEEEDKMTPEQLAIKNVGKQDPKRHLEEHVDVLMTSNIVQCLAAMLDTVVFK
Neddylation inh: inhibitors of cullin neddylation, primary screen, biochemical, TR-FRET, uHTS, NAE and Ubc12; NEDD8-conjugating enzyme Ubc12 (Homo sapiens) + NEDD8-activating enzyme E1 regulatory …; calls only at 25 µM; 360,000 compounds, 0.58% hits; AID 651699, 2012; in the data active = inhibition above about 36%
* = called active by the depositor; i = inactive; x = not tested or not shown.

entry	SMILES	SKN-1 inh	MLLE-PAM2 inh	NadD block	CSN deneddyl inh	FAS TE block
1	Cc1nc2ccc(N=NC3=C(O)CC(C)(C)CC3=O)cc2s1	1	-9	-3	-3	-7
2	CCCn1nnnc1NC(=O)c1cccs1	27	0	11	-2	-9
3	CCOc1ccc(-c2csc(C3COc4ccccc4O3)n2)cc1 (stereo not given)	7	-1	-9	2	-1
4	CCn1c(SCC(=O)Nc2ccc(S(=O)(=O)Nc3onc(C)c3C)cc2)nnc1-c1ccccc1	4	15	8	-6	-12
5	COc1ccc(/C=C/C(=O)NC(=S)Nc2ccc(S(=O)(=O)Nc3cc(C)on3)cc2)cc1	24	29	13	2	-1
6	CC(C)(C)NC(=O)NC(=O)COC(=O)c1nc(-c2ccccc2)n(-c2cccc(C(F)(F)F)c2)n1	2	-5	1	-5	4
7	Cc1nnnn1CC(=O)Nc1ccccc1[N+](=O)[O-]	8	2	3	-6	-8
8	CC(=O)c1ccc(S(=O)(=O)N2CCN(C(=O)CN3C(=O)NC4(CCCC4)C3=O)CC2)cc1	14	-20	-1	-1	-6
9	O=C(NC(c1ccc(Cl)cc1)c1ccsc1)C1CCN(CCOc2ccc(Cl)cc2)CC1 (stereo not given)	-8	0	2	-1	5
10	O=C(NNC1=NCCCCC1)Nc1cccc(Cl)c1	3	-9	-2	-11	-3

entry	Rin1-Abl PPI inh	MT1-MMP act inh	Rpn11 block	Neddylation inh
1	-7	3	i	i
2	3	6	i	i
3	-1	0	i	i
4	3	-3	i	i
5	2	-1	i	i
6	2	1	i	i
7	-1	1	i	i
8	0	-2	i	i
9	4	2	i	i
10	2	0	i	i

3 compounds out of the list, sorted by length of the SMILES, highest first.
entry	SMILES	SKN-1 inh	MLLE-PAM2 inh	NadD block	CSN deneddyl inh	FAS TE block
4	CCn1c(SCC(=O)Nc2ccc(S(=O)(=O)Nc3onc(C)c3C)cc2)nnc1-c1ccccc1	4	15	8	-6	-12
7	Cc1nnnn1CC(=O)Nc1ccccc1[N+](=O)[O-]	8	2	3	-6	-8
10	O=C(NNC1=NCCCCC1)Nc1cccc(Cl)c1	3	-9	-2	-11	-3

entry	Rin1-Abl PPI inh	MT1-MMP act inh	Rpn11 block	Neddylation inh
4	3	-3	i	i
7	-1	1	i	i
10	2	0	i	i

(continued)
entry	SMILES	SKN-1 inh	MLLE-PAM2 inh	NadD block	CSN deneddyl inh	FAS TE block
11	COCCCN1CC(=O)N2C(c3ccccc3)c3[nH]c4ccccc4c3C[C@H]2C1=O (stereo not given in full)	-12	-5	-3	1	-3
12	COc1ccc(-c2nnc(SCC(=O)N3CCOCC3)o2)cc1OC	22	1	-2	0	-6
13	CCOC(=O)C/C(C)=N/NC(=O)CNc1cccc(Cl)c1C	5	5	-2	-2	-2
14	COc1ccc(OC)c(/C=N/N=C2\SCC(=O)N2Cc2ccco2)c1	8	13	-1	-20	20
15	O=c1c2c(c(-c3ccccc3)nn1Cc1ccccc1)CCCC2	-2	-5	-8	8	10
16	COC(=O)Cc1c[nH]c2ccc(OCC(O)CNC(C)C)cc12 (stereo not given)	0	9	-3	6	-8
17	CC(C)(C)OC(=O)N1Cc2cc3ccccc3nc2C1	11	-5	-5	3	-3
18	COc1ccccc1N(CC(=O)NC1CCCCC1)C(=O)CCC(=O)Nc1nccs1	10	9	-3	3	-3
19	Cc1cc(C(=O)OCC(=O)N2CCc3ccccc32)c(C)o1	11	-19	0	-1	2
20	CCc1ccc(S(=O)(=O)NCc2csc(C)n2)s1	0	6	-4	1	0

entry	Rin1-Abl PPI inh	MT1-MMP act inh	Rpn11 block	Neddylation inh
11	2	0	i	i
12	-1	-1	i	i
13	-7	4	i	i
14	-4	-4	i	i
15	-1	3	i	i
16	1	4	i	i
17	-8	0	i	i
18	2	2	i	i
19	-2	2	i	i
20	-2	-4	i	i

The listing continues.
entry	SMILES	SKN-1 inh	MLLE-PAM2 inh	NadD block	CSN deneddyl inh	FAS TE block
21	Cc1ccc(C(=O)Nc2ccc(Cl)cn2)cc1S(=O)(=O)N1CCOCC1	8	8	1	4	4
22	O=C(CN1C(=O)NC(c2ccccc2)(c2ccccc2)C1=O)Nc1cccnc1Cl	13	5	7	3	0
23	CCOC(=O)c1ccc(S(=O)(=O)N2CCN(CC3CC=CCC3)CC2)cc1 (stereo not given)	-6	-5	0	-1	24
24	CC1CCN(CCCNC(=O)CN2C(=O)CSc3ccc(S(=O)(=O)N4CCOCC4)cc32)CC1	-8	2	-16	-2	-5
25	O=C(O)CCc1ccc(-c2ccc(Cl)cc2)n1CC(=O)Nc1ccccc1	13	0	-2	10	0
26	Cc1ccc(N2CC(C(N)=O)CC2=O)cc1 (stereo not given)	5	-1	0	2	-3
27	Cc1nn(-c2ccccc2)c(C)c1C(=O)Nc1nnc(-c2ccco2)o1	-6	15	3	1	0
28	Cc1ccc(SC(c2ccccc2)C(Cn2cncn2)C(=O)c2ccccc2)cc1 (stereo not given)	8	28	19	3	1
29	CCC(=O)c1ccc(N2CCN(S(=O)(=O)c3ccccc3)CC2)c(F)c1	-5	12	-5	2	15
30	CN(C)S(=O)(=O)N1CCN(CC(O)COc2ccc3cc(Br)ccc3c2)CC1 (stereo not given)	6	13	2	1	-1

entry	Rin1-Abl PPI inh	MT1-MMP act inh	Rpn11 block	Neddylation inh
21	0	4	i	i
22	-1	1	i	i
23	-5	1	i	i
24	2	-1	i	i
25	-1	10	i	i
26	-2	-2	i	i
27	-4	10	i	i
28	-1	-1	i	i
29	2	1	i	i
30	1	3	i	i

The list continues:
entry	SMILES	SKN-1 inh	MLLE-PAM2 inh	NadD block	CSN deneddyl inh	FAS TE block
31	O=C(Cc1ccc(F)cc1)N[C@@H]1c2ccccc2CC[C@H]1OCc1ccccc1	-7	-4	-3	-5	-4
32	CCCCOc1ccc(C(=O)Nc2ccc3c(c2)C(=O)NC3=O)cc1	5	-4	3	-5	-11
33	COc1ccc(-c2[nH]ncc2CN2CCN(c3ccc(F)cc3)CC2)cc1	2	-13	-4	1	-3
34	CCOC(=O)N1CCN(C(=O)C2CCN(S(=O)(=O)N(CC)CC)CC2)CC1	3	-1	2	6	-8
35	Cc1cc(C)n(C(CC(=O)N2CCc3ccccc3C2)C(=O)O)n1 (stereo not given)	-28	5	1	1	-8
36	O=S(=O)(c1ccc(Br)cc1)c1nc(-c2ccccc2)oc1NCc1cccnc1	-4	-93	-9	6	24
37	O=C(NC(=S)Nc1cc([N+](=O)[O-])ccc1O)c1ccc2c(c1)OCO2	-3	28	1	-5	12
38	N#CCC(=O)Nc1ccc(C(=O)Nc2cccc(S(N)(=O)=O)c2)cc1	1	-5	2	0	-2
39	CC(C#N)(NC(=O)CN1CCN(S(=O)(=O)c2ccc(Br)cc2Cl)CC1)C1CC1 (stereo not given)	3	2	2	-1	0
40	COc1ccc(S(=O)(=O)N(C)c2ccc(C(=O)NCc3ccccn3)cc2)cc1	0	5	-3	-3	-1

entry	Rin1-Abl PPI inh	MT1-MMP act inh	Rpn11 block	Neddylation inh
31	-2	-8	i	i
32	2	7	i	x
33	-4	5	i	i
34	1	2	i	i
35	-7	-1	i	i
36	-2	-6	i	i
37	-1	3	i	i
38	-2	-3	i	i
39	2	-1	i	i
40	1	-7	i	i

Next part.
entry	SMILES	SKN-1 inh	MLLE-PAM2 inh	NadD block	CSN deneddyl inh	FAS TE block
41	COc1cc2c(cc1OC)C(c1ccc(Br)cc1)N(C(=O)c1ccccc1C(=O)O)CC2 (stereo not given)	11	7	16	-4	5
42	COCOCCn1cc(CN2CCS(=O)(=O)N(Cc3ccc(-c4ccc(Cl)nc4)cc3)C(C(C)C)C2=O)nn1 (stereo not given)	-12	6	3	0	1
43	Cc1cc(NCc2ccncc2)ccc1Br	5	-3	-3	-2	-8
44	O=C(COc1ccc(Cl)cc1)Nc1cc(NC(=O)COc2ccc(Cl)cc2)cc(C(=O)O)c1	-2	-7	0	-2	16
45	COc1nnc(-c2ccc(N3CCCCC3)c(NC(C)=O)c2)c2ccccc12	14	-1	3	-5	1
46	C[C@@H]1CN([C@H](C)CO)C(=O)CCCn2nncc2CO[C@H]1CN(C)Cc1ccc2c(c1)OCCO2	-22	4	-7	-1	-6
47	Cc1cc(NC(=O)COc2ccc(N(C)S(=O)(=O)c3ccccc3)cc2)no1	21	9	-5	1	3
48	O=C(CN1CCN(CC(=O)c2ccc(Cl)cc2)CC1)c1ccc(Cl)cc1	5	19	2	4	-5
49	O=C(CC(=O)Nc1ccc(Cl)cc1Cl)Nc1ccc(Cl)cc1Cl	14	7	-8	3	0
50	CCC(C)(C)N(C(=O)CCC(=O)Nc1cc(C)on1)C(C(=O)NC(C)(C)C)c1ccc(OC)cc1 (stereo not given)	4	9	-4	-1	2

entry	Rin1-Abl PPI inh	MT1-MMP act inh	Rpn11 block	Neddylation inh
41	-2	-4	i	i
42	-1	0	i	i
43	0	1	i	i
44	-1	2	i	i
45	-3	-4	i	i
46	2	2	i	i
47	0	7	i	i
48	0	-5	i	i
49	4	-1	i	i
50	0	-4	i	i

Five compounds drawn at random from those above, as already listed:
entry	SMILES	SKN-1 inh	MLLE-PAM2 inh	NadD block	CSN deneddyl inh	FAS TE block
42	COCOCCn1cc(CN2CCS(=O)(=O)N(Cc3ccc(-c4ccc(Cl)nc4)cc3)C(C(C)C)C2=O)nn1 (stereo not given)	-12	6	3	0	1
16	COC(=O)Cc1c[nH]c2ccc(OCC(O)CNC(C)C)cc12 (stereo not given)	0	9	-3	6	-8
48	O=C(CN1CCN(CC(=O)c2ccc(Cl)cc2)CC1)c1ccc(Cl)cc1	5	19	2	4	-5
6	CC(C)(C)NC(=O)NC(=O)COC(=O)c1nc(-c2ccccc2)n(-c2cccc(C(F)(F)F)c2)n1	2	-5	1	-5	4
36	O=S(=O)(c1ccc(Br)cc1)c1nc(-c2ccccc2)oc1NCc1cccnc1	-4	-93	-9	6	24

entry	Rin1-Abl PPI inh	MT1-MMP act inh	Rpn11 block	Neddylation inh
42	-1	0	i	i
16	1	4	i	i
48	0	-5	i	i
6	2	1	i	i
36	-2	-6	i	i
